Screening data: PubChem, several laboratories
TNAP act hi DEA: increases human TNAP activity under high phosphate acceptor concentration. P05186. purified TNAP, CDP-star luminescence, 1 M DEA, 30 min; stronger effect = higher value; 0 = EDTA background, 1 = DMSO-only activity. activation factor at 20 µM. 200,000 tested, under 10 active. AID 1136;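 active = activation factor at least 2 at 20 µM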
Target sequence (P05186 whole entry, looked up): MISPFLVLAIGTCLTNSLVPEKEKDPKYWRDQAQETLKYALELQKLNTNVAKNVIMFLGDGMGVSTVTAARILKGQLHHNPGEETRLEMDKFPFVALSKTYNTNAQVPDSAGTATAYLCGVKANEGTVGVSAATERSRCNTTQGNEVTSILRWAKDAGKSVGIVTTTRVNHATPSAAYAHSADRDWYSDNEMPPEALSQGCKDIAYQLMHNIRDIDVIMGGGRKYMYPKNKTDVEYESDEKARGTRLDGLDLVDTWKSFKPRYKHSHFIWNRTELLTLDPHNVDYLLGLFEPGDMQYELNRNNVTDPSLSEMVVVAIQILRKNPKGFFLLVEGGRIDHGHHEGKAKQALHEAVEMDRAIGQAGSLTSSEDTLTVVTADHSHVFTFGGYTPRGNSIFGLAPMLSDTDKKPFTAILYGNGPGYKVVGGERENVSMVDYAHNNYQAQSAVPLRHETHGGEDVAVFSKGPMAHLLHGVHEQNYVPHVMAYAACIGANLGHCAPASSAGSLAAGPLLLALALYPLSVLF
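Test system – human TNAP · Doses – 20 µM single point · Incubation – 30 min, room temperature · Signal – luminescent substrate turnover signal · Read-out basis – activation factor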
PMI activator: phosphomannose isomerase (human) activation | activation factor at 20 µM | actives 0.005% (n = 190,000) | purified human PMI, coupled resazurin fluorescence, 20 min; stronger effect = higher value; 1 = vehicle control, 0 substrate-free wells;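 active = activation factor of 2 or more at 20 µM, relative to plate controls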
Target sequence (P34949 whole entry, looked up): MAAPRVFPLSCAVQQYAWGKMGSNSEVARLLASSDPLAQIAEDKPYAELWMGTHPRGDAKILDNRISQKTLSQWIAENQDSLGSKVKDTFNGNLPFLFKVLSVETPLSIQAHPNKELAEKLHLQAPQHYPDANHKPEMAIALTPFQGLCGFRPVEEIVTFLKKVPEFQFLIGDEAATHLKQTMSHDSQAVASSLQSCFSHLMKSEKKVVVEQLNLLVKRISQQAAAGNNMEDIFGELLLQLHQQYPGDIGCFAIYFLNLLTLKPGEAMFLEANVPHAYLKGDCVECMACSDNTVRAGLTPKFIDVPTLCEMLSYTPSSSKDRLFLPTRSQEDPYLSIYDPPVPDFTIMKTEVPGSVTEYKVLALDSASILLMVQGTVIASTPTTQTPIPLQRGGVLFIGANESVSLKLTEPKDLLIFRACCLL
bIAP activator: intestinal alkaline phosphatase (bovine) activation; actives 0.17% (n = 200,000); activation factor at 20 µM; AID 1016; purified bovine IAP, CDP-star luminescence, 30 min; stronger effect = higher value; fold of DMSO-control signal, blank-subtracted;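 active = activation factor of 2 or more at 20 µM, a signal rise over negative controls twice the positive control's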
PMI act hi M6P: increases human PMI activity with near-saturating mannose 6-phosphate; P34949; coupled PMI enzyme assay, resazurin fluorescence, 20 min; stronger effect = higher value; 1 = untreated enzyme, 0 = substrate-free blank; activation factor at 20 µM; actives 0.34% (n = 190,000); AID 1216;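 active = activation factor of 2 or more at 20 µM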
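Test system: human phosphomannose isomerase with PGI, G6PDH, diaphorase coupling enzymes; amount: 15 ng/mL PMI; incubation: enzyme reaction with compound 20 min at room temperature; technique: resorufin fluorescence (Ex 544/Em 590 nm) from resazurin via diaphorase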
TNAP inh noacc: blocks human TNAP activity with no phosphate acceptor present; P05186; purified TNAP, CDP-star luminescence, 30 min; inhibition, % at 20 µM; actives 0.26% (n = 200,000); AID 1012;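 active = tissue-nonspecific alkaline phosphatase inhibition above about 50% at 20 µM in the single-dose screen, limit read from the data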;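 note: 0% = DMSO negative control and 100% = EDTA positive control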
FLuc act counter: firefly luciferase counter-screen for stimulation assays; P08659; ATPlite luciferase biochemical, luminescence, 10 min; 0 = ATP-free wells, 1 = DMSO control; activation factor at 10 µM; 200,000 tested, under 10 active; AID 1027;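 active = luciferase activation factor, scaled between plate controls, of at least 2 with compound at 10 µM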
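Material: luciferase plus luciferin reagent, cell-free. Medium: PBS buffer for ATP. Also added: ATP substrate, dispensed from a 10.24 µM working solution in PBS. Doses: test compounds dosed from 2 mM stocks in 100% DMSO. Incubation: 10 min post-reagent at room temperature. Technique: light output (luminescence). Read-out basis: luminescence gain marking luciferase activators.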
NF-kB expr up: raises NF-kB expression in human neuronal cells; NF-kB reporter expression; stronger effect = higher value; fold change at 12.5 µM; actives 1.6% (n = 190,000); AID 1239; in the data active = fold change above about 3.3
TNAP inh hi DEA: blocks human TNAP under high phosphate acceptor concentration. actives 0.03% (n = 200,000). purified TNAP, CDP-star luminescence, 1 M DEA. AID 1135. P05186. inhibition, % at 20 µM;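 active = over 50% inhibition of tissue-nonspecific alkaline phosphatase at 20 µM in the single-dose screen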;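 note: plate controls were DMSO wells for no effect and EDTA-quenched wells as full inhibition for full effect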
FLuc inhib CS: inhibits firefly luciferase, flagging false hits in luciferase inhibition screens; ATPLite firefly luciferase biochemical luminescence, 10 min; inhibition, % at 10 µM; actives 1.5% (n = 200,000);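 active = inhibition above about 50% when tested at 10 µM, limit read from the data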
APP 5'UTR act: APP 5'UTR luciferase reporter activation | actives 1% (n = 190,000) | activation, % at 2 µM | SH-SY5Y APP 5'UTR luciferase reporter, luminescence; zero percent = DMSO vehicle wells | AID 1276;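 active = activation above a set limit, based on mean plus 3 SD of controls, cut at about 140% in these data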; note: values of inactives mirror those of a sister screen read the other way
An asterisk follows results filed as active; . = not tested or not shown.

SMILES	TNAP act hi DEA	PMI activator	bIAP activator	PMI act hi M6P	TNAP inh noacc	FLuc act counter	NF-kB expr up	TNAP inh hi DEA	FLuc inhib CS	APP 5'UTR act
COC(=O)CCCCCN1C(=O)NC(c2ccc(-c3ccccc3)cc2)C(C(=O)OCc2ccccc2)=C1C (stereo not given)	1	0.9	0.9	1	-6.1	1.1	1.55	-2.4	-5.9	3.6
Cc1nn(C)c(C)c1S(=O)(=O)N(CC(=O)N1CCc2ccccc21)c1ccc(C(C)C)cc1	1.1	1.1	1	1	13.5	1.1	0.97	-6.8	-8.8	0.9
CCN(CC)S(=O)(=O)c1ccc(-c2ccc(S(=O)(=O)N(CC)CC)cc2)cc1	1	0.9	1	0.9	-3.0	1	0.67	-0.3	-4.5	0.1
CNC(=O)c1cc2cc(Br)ccc2s1	1.1	1.1	0.9	1.1	-13.7	1.1	0.96	-6.9	-5.0	15.8
CCc1c(C)sc(NC(=O)c2cc(-c3ccco3)on2)c1C#N	1	0.9	0.9	1	-15.5	1.1	1.17	-1.3	-6.4	12.3
Cc1nnc(SCC(=O)Nc2ccc(S(=O)(=O)N3CCCCC3)cc2)s1	1	1	1	1	2.3	1.1	1.18	-3.4	-6.3	-0.6
Cc1cccc(C)c1N1CCN(S(=O)(=O)N2CCOCC2)CC1	1.1	1.5	0.9	1.8	-13.2	1.1	0.98	-6.3	-6.0	-20.3
COCCN(C(=O)c1ccccc1OC)c1nnc(C)s1	1	1	0.9	1	-8.2	1	1.45	-0.5	-2.2	16.5
Cc1cccc(NC(=O)/C(C#N)=C\c2cc(C)n(-c3ccc(C(=O)O)cc3)c2C)c1	1	1	0.9	0.9	-8.0	1	1.35	-4.5	-3.3	30.2
CC1(C)CC(=O)C2=C(C1)OC(N)=C(C#N)C21C(=O)N(Cc2ccccc2Cl)c2ccccc21 (stereo not given)	1.1	0.9	0.9	0.9	-24.5	1	0.69	-7.9	-4.5	-8.5
O=C(COC(=O)C1CC1)Nc1ccc(N=Nc2ccccc2)cc1	1	1	1.4	1	-5.5	1	1.2	0.2	-1.5	100.8
Cc1noc(C)c1CCC(=O)O	1.1	0.9	1	0.9	-5.4	1	0.94	-7.3	-3.3	21.6
COc1ccc(CNc2ncnc3cc(Cl)ccc23)cc1OC	1	0.9	0.9	0.9	0.2	1	0.72	-3.9	-4.1	6.9
CCOc1ccc2nc(NCCCNS(=O)(=O)c3ccc(C)cc3)c(C#N)cc2c1	1	0.9	1.2	0.6	-21.3	1	1	-2.3	-3.6	0.5
O=C(CCSc1ccc(Cl)cc1)N1CCOCC1	1	1	1	1	-4.1	1	1.6	1.5	0.1	18.5
NC(=O)CSc1nnc2sc3ccccc3n12	1.1	1	1	1	-9.6	1.1	1.11	-6.4	-5.8	-6.3
O=c1c2ccccc2[nH]c(=S)n1Cc1ccc2c(c1)OCO2	1	1.2	1	1.1	5.6	1	0.96	-3.1	-2.5	-5.2
Cc1nccn1CC(O)COC1CCCCC1 (stereo not given)	1	0.9	0.9	1	-12.5	1.1	0.89	-4.1	-6.6	-9.5
CNc1nc(-c2ccc3c(c2)CCN3S(=O)(=O)c2ccccc2)c(C)s1	1	1.3	1	1.4	9.4	1	1.14	-2.3	-3.7	-5.6
CCC(C)NC(=O)CN1C(=O)NC2(CCc3ccccc3C2)C1=O (stereo not given)	1	0.9	1.2	0.9	-0.6	1	1.1	-2.7	-3.6	0.3
COc1c(S(=O)(=O)NCCN2CCOCC2)ccc(Cl)c1Cl	1	0.8	1	0.9	-7.6	1	0.89	-3.1	-4.0	-4.0
COC(=O)CCC(=O)NNC(=O)CCCOc1ccc(Cl)cc1Cl	1	1	1	1	-4.9	1	1.53	2.4	-0.7	-6.5
O=C(CCc1nc2cccnc2n1Cc1ccccc1)N1CCOCC1	1	1.1	0.9	1.1	-11.9	0.9	0.86	2.0	5.2	-12.0
CC(=O)N/C(=C\c1cccc([N+](=O)[O-])c1)C(=O)NC(C)C	1.1	0.9	0.8	0.9	-7.4	1	0.97	-5.4	-1.7	-2.2
Cc1ccc(N/C(CSC(N)=O)=N\S(=O)(=O)c2ccc(C)cc2)cc1	1	1	0.9	1	-20.6	1	1.13	-3.5	-4.9	5.6
CCOC(=O)CC1(CC(=O)OCC)NC(=O)c2c(C)sc(C(=O)OCC)c2N1	1.1	0.9	1	0.9	-14.9	1.1	1.06	-5.5	-5.3	-10.3
C/C(=N/NC(=O)CNC(=O)c1ccccc1F)c1ccc2c(c1)CCCC2	1	1	1	1.1	-2.3	1	1.03	-1.2	1.0	16.9
O=S(=O)(c1ccccc1S(=O)(=O)N1CCCCC1)N1CCCCC1	1	1	1	0.9	-10.2	1.1	1.09	-3.7	-9.0	-4.9
COc1ccc(CCNC(=O)c2ccc(NS(=O)(=O)c3c(C)noc3C)cc2)cc1OC	1	0.9	1.1	0.9	-11.0	1	1.11	-4.1	-3.3	-10.3
O=C(CNC(=O)c1ccc(Cl)cc1)OCC(=O)N1CCCC1	1.1	1	1.1	1	-1.9	1.1	1.05	-8.3	-9.4	-16.6
Cn1c(=O)[nH]c(=O)c2c1nc(Br)n2CCCCSc1nc2ccccc2o1	1	1.1	0.9	1	-3.4	1.1	0.72	-1.9	-8.0	4.8
O=[N+]([O-])c1ccc(Cl)c(/C=N/N2CCN(C3c4ccccc4-c4ccccc43)CC2)c1	1	1	0.9	0.9	-4.1	1	1.13	0.4	-2.9	-4.2
Cn1cnnc1SCC(=O)Nc1ccc(OC(F)F)cc1	1	1.1	1	1.1	-9.6	1	0.99	-4.5	-4.8	1.3
Cc1cccc(-n2cnc(C(=O)NNC(=S)Nc3ccccc3)c2)n1	1	0.8	1.6	1.1	-159.8	1	1.07	-2.6	-0.9	25.7
CCOC(=O)c1c(C)nc2sc(C(=O)Nc3ccccc3)c(N)c2c1-c1ccc(OC)cc1	1.1	0.8	1	0.8	-20.2	1.1	0.76	-11.6	-9.1	3.3
O=C(c1ccc(S(=O)(=O)N2CCOCC2)cc1)N1CCN(c2ccccc2F)CC1	1.1	0.9	1	0.9	-15.4	1.1	1.04	-5.9	-8.1	3.5
CN1CCN(C(=O)c2ccc(S(=O)(=O)c3ccc(Br)cc3)cc2)CC1	1.1	0.9	1	0.8	-11.1	1	0.89	-5.5	-2.3	-9.5
COc1ccc(C2=C/C(=C/c3cccnc3)C(=O)O2)cc1OC	1	1.1	0.8	1	-22.3	1	1.37	-1.6	-3.8	-5.2
CCOC(=O)c1cccc(NC(=O)CSc2nc3ccccc3c(=O)n2CCOC)c1	1.1	1	0.9	1	-5.8	1.1	0.81	-8.3	-10.1	7.8
O=C(CSc1ccc(Cl)cc1)NC1CCCC1	1.1	1	0.9	1	-15.0	1	1.42	-5.9	-2.4	-15.7
O=C(c1cc2ccccc2oc1=O)N(Cc1ccco1)C1CCS(=O)(=O)C1 (stereo not given)	1.1	0.9	1	0.9	-8.4	1	2.83	-8.6	-2.3	68.1
COc1ccccc1OCc1nc(C#N)c(N2CCC(C(N)=O)CC2)o1	1	0.9	1	1	-6.4	1.1	1	-3.3	-7.4	2.5
CCOc1cccc(CN2CCCC(CCC(=O)NCc3ccccc3F)C2)c1O (stereo not given)	1.1	0.9	1.1	0.8	-5.6	1.1	1.35	-8.5	-8.9	9.6
COc1cc(C(C)=O)ccc1OCC(O)CN(CCO)Cc1ccccc1 (stereo not given)	1	1	1	1	1.0	1.1	1.37	-2.2	-7.5	10.0
CN(C(=O)COc1ccccc1)c1nnc(-c2ccncc2)s1	1	1.1	0.9	1.1	-11.3	1	1.03	-4.4	-2.1	21.6

Entries of single compounds as entered above. Order of screens: TNAP act hi DEA, PMI activator, bIAP activator, PMI act hi M6P, TNAP inh noacc, FLuc act counter, NF-kB expr up, TNAP inh hi DEA, FLuc inhib CS, APP 5'UTR act
`COc1ccccc1OCc1nc(C#N)c(N2CCC(C(N)=O)CC2)o1` is listed with 1, 0.9, 1, 1, -6.4, 1.1, 1, -3.3, -7.4, 2.5
`O=C(c1ccc(S(=O)(=O)N2CCOCC2)cc1)N1CCN(c2ccccc2F)CC1` is listed with 1.1, 0.9, 1, 0.9, -15.4, 1.1, 1.04, -5.9, -8.1, 3.5

(next part)
SMILES	TNAP act hi DEA	PMI activator	bIAP activator	PMI act hi M6P	TNAP inh noacc	FLuc act counter	NF-kB expr up	TNAP inh hi DEA	FLuc inhib CS	APP 5'UTR act
C/C=C/c1ccc(OCC(=O)Nc2ccc(C(N)=O)cc2)c(OC)c1	1	1	1	1	2.8	1	1.02	-1.7	-3.1	3.8
CC(=O)Nc1ccccc1OCC(=O)NCC(F)(F)F	1	1	1	0.9	-5.5	1	1.28	-0.8	-2.5	15.4
CCC(C)(C)n1nnnc1CN1CCC(NC(=O)c2ccccc2C)CC1	1	1.1	0.9	1.1	-11.5	1	1.14	-2.6	1.6	-24.0
CC(C)CCn1c(SCCc2ccccc2)nc2c1c(=O)[nH]c(=O)n2C	1.1	1	0.9	1.1	-10.4	1.1	0.99	-6.7	-7.7	-6.8
CC(C)c1ccc(CN2CC(C(=O)O)CC2=O)cc1 (stereo not given)	1	1.1	1	1.1	-9.3	1	1.22	-0.7	-4.6	.
O=C(Nc1cccc(Cl)c1)Nc1nnc(CC2=CCCCC2)s1	1	1.1	1.2	1	3.4	1	1.24	0.3	-2.1	-0.2
O=c1oc2ccccc2n1CCCOc1ccccc1	1	0.8	0.6	0.8	-4.0	1	1.97	-1.1	-2.1	25.9

Part of the list above in order of formula weight, ascending.
SMILES	TNAP act hi DEA	PMI activator	bIAP activator	PMI act hi M6P	TNAP inh noacc	FLuc act counter	NF-kB expr up	TNAP inh hi DEA	FLuc inhib CS	APP 5'UTR act
Cc1nccn1CC(O)COC1CCCCC1 (stereo not given)	1	0.9	0.9	1	-12.5	1.1	0.89	-4.1	-6.6	-9.5
O=C(CSc1ccc(Cl)cc1)NC1CCCC1	1.1	1	0.9	1	-15.0	1	1.42	-5.9	-2.4	-15.7
C/C=C/c1ccc(OCC(=O)Nc2ccc(C(N)=O)cc2)c(OC)c1	1	1	1	1	2.8	1	1.02	-1.7	-3.1	3.8
O=S(=O)(c1ccccc1S(=O)(=O)N1CCCCC1)N1CCCCC1	1	1	1	0.9	-10.2	1.1	1.09	-3.7	-9.0	-4.9
CNc1nc(-c2ccc3c(c2)CCN3S(=O)(=O)c2ccccc2)c(C)s1	1	1.3	1	1.4	9.4	1	1.14	-2.3	-3.7	-5.6
